# Screens: PubChem, several laboratories
# PvdQ inh: blocks Pseudomonas aeruginosa PvdQ acylase activity; purified PvdQ acylase, fluorescence plate reader; inhibition, % at 10 µM; 340,000 tested, 0.063% active; AID 488965; in the data active = inhibition above about 30%, passing the limit was not always enough; inconclusive = no clear call, values can overlap the other calls;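 also: 0% = vehicle neutral wells and 100% = reference inhibitor wells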
# V-ATPase pH: alters yeast V-ATPase proton transport; S. cerevisiae, pHLuorin cytosolic pH fluorescence; response, % at 10 µM; 350,000 tested, 0.37% active; AID 504577; in the data active = response mostly above about 7.3%, no sharp cut-off; inactive = mostly below about 5.4%; also: actives read high; inactives centre near 0; some compounds called inactive have numbers as strong as hits; reference of the scale not given here
# CDK5 p35 inh: inhibitors of human CDK5/p35 kinase. Recombinant CDK5/p35, ADP-Glo luminescence, 60 min. inhibition, % at 10 µM. 330,000 tested, 0.01% active. AID 488839;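 active = highest replicate inhibition of at least 50% and at least 75% of replicates reaching 50%; inconclusive = only one of the two criteria met; inactive = both criteria failed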;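 also: plate controls were DMSO neutral control for no effect and GW8510 at 10 µM for full effect; many of its hits are not listed in these tables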
# NSD2 inh: inhibitors of human histone methyltransferase NSD2 | NSD2 peptide methylation, AlphaScreen, 120 min | 310,000 tested, 0.54% active | O96028 | inhibition, % at 12.5 µM; in the data active = inhibition above about 50%
# Target sequence (O96028 whole entry, looked up): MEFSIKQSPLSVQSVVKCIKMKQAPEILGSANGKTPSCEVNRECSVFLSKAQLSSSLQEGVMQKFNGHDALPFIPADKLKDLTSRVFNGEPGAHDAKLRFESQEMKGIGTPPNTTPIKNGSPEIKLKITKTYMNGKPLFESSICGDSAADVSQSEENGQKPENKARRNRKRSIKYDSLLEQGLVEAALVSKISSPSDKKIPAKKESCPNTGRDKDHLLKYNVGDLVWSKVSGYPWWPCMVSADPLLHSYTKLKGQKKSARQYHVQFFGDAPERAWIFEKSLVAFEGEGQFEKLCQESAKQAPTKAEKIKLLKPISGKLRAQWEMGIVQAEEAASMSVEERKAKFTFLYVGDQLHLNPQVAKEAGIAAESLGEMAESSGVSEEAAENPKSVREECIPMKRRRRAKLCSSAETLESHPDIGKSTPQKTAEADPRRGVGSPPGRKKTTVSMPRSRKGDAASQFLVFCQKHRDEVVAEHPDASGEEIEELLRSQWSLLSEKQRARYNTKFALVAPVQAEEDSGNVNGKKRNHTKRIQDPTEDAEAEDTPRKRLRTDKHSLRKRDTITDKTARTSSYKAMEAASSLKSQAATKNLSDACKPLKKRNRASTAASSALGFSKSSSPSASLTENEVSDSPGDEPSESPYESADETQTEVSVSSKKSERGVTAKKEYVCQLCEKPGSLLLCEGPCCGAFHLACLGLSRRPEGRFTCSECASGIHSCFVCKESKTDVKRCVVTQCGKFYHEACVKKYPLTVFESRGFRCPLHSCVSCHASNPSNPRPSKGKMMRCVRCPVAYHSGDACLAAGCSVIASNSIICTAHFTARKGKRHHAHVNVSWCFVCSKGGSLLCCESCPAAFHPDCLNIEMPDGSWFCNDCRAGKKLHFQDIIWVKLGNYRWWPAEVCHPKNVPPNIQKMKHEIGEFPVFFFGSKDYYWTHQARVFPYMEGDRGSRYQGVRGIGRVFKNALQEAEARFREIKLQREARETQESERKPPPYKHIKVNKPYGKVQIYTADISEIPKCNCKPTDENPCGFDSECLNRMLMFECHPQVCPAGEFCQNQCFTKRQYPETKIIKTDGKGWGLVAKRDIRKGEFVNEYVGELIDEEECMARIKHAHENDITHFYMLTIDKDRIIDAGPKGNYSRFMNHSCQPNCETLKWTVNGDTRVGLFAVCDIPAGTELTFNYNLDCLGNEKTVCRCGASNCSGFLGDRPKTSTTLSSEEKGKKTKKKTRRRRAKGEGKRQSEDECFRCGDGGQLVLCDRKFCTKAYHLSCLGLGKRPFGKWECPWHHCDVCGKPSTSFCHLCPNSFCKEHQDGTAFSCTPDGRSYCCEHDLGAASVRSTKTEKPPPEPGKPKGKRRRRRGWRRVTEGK
# SR-BI DiI inh: inhibitors of mouse SR-BI mediated HDL lipid uptake; inhibition, % at 12.5 µM; 320,000 tested, 0.96% active; AID 488896; ldlA[mSR-BI] CHO cells, DiI-HDL uptake fluorescence, 3 h; Q61009;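 active = mean replicate inhibition of at least 70% and a set share of replicates each scoring 70 or more; inconclusive = meets just one of the two criteria; inactive = fails both criteria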;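 also: 0% = median of neutral control wells and 100% = median of positive control wells; values of inactives mirror those of a sister screen read the other way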
# HTR5A ag ctr: activates human HTR5A in OPRM1-OPRD1 agonist counter-screen | P47898 | HTR5A agonist assay, luminescence, cell-based | activation, % at 9.3 µM | 340,000 tested, 0.61% active | AID 504692; in the data active = activation mostly above about 9.5%, no sharp cut-off; inactive = mostly below about 7.6%;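 also: 0% = cells with vehicle only and 100% = reference agonist; strong numbers were not always called active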
# HTR5A inv ctr: counter-screen for OPRM1-OPRD1 inverse agonists: human HTR5A inverse agonism | HTR5A cell line, luminescence | 340,000 tested, 0.083% active | AID 504634 | inhibition, % at 9.3 µM; in the data active = inhibition mostly above about 23%, no sharp cut-off; inactive = mostly below about 18%;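 also: 0% = cells with DMSO and 100% = no-cell wells with DMSO; some compounds called inactive have numbers as strong as hits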
# Wnt bcat act: activates Wnt/beta-catenin signaling in a reporter cell assay. activation, % at 9.35 µM. activator, plate reader. 300,000 tested, 1.2% active; in the data active = activation above about 30%, passing the limit was not always enough; inconclusive = no clear call, values can overlap the other calls;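 also: 0% = neutral control wells and 100% = positive control wells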
# MITF TRPM1 HTS: activators of MITF-driven TRPM1 promoter activity in SK-MEL-5 cells | SK-MEL-5 TRPM1-promoter luciferase, 24 h; % of positive control, neutral wells = 0 | activation, % at 12.5 µM | 300,000 tested, 0.75% active;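 active = mean activation of at least 80% with every replicate also reaching 80%; inconclusive = mean reaches 80% but some replicate falls short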;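 also: 0% = neutral control wells and 100% = parthenolide positive control wells; values of inactives mirror those of a sister screen read the other way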
# dFosB activator: enhances mouse delta FosB homodimer DNA binding; P13346; 340,000 tested, 0.99% active; activation, % at 25 µM; AID 493131; purified delta FosB, TAMRA-CDK5 oligo fluorescence polarization; percent of positive-control signal above neutral wells;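 active = mean activation above about 17%, with every replicate also reaching it, limit read from the data, passing the limit was not always enough; inconclusive = only one of the two conditions met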;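 also: fluorescence polarization rise as delta FosB binds a TAMRA Cdk5 AP-1 oligo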
# Numbers without * were called inactive; ? = inconclusive; . = not tested or not shown. Outcome played no part in choosing rows; overall some 5% were active at least once.
SMILES,PvdQ inh,V-ATPase pH,CDK5 p35 inh,NSD2 inh,SR-BI DiI inh,HTR5A ag ctr,HTR5A inv ctr,Wnt bcat act,MITF TRPM1 HTS,dFosB activator
Cc1cc(C(=O)COC(=O)c2n[nH]c(=O)c3ccccc23)c(C)n1C(C)C,-2,2,1.2,3,13,7,-19,?,47,-11
O=C(Cc1ccccc1)N1CCN(C(=O)c2ccc([N+](=O)[O-])cc2)CC1,-10,-1,-0.6,1,20,-1,3,-1,-10,-12
Cc1cc(C)c(/C=C(\C#N)S(=O)(=O)c2ccccc2)[nH]1,-11,2,-5.0,-3,-4,3,8,0,1,4
CCc1cccc(C)c1NC(=O)COC(=O)Cc1ccsc1,4,0,-1.4,-2,-5,-1,5,-2,-8,-2
CS(=O)(=O)N(CC(=O)N1CCCC1)c1cccc(Cl)c1Cl,1,-2,1.7,-1,-16,1,15,1,4,-4
Nc1c(C(=O)c2ccccc2)sc2nsc(SCCN3CCCC3)c12,-7,1,3.6,25,5,-1,-5,12,.,1
O=C(CSc1nc2cc(Cl)ccc2s1)NCc1ccc2c(c1)OCO2,1,-1,-1.1,-2,-25,1,14,-3,16,11
CCOc1ccc(C(C(=O)NCC2CCCO2)N(C(=O)c2snc(C(N)=O)c2N)c2ccc(F)cc2)cc1 (centres undefined),-1,-6,0.4,-7,-8,8,-14,0,-8,-17
Cc1c(C(=O)N2CCN(CCc3ccccc3)CC2)oc2ccccc12,-15,-1,4.9,1,-13,0,-43,-1,1,-11
Cc1ccc(S(=O)(=O)NC(=O)Nn2c(C)nnc2C)cc1,-12,3,-0.1,-2,-8,-2,-22,-5,6,0
NS(=O)(=O)c1ccc2nc(NC(=O)C3=COCCO3)sc2c1,7,-3,.,-3,5,0,-13,-1,45,-6
Cc1onc(-c2c(F)cccc2Cl)c1-c1nnc(-c2ccc(C(F)(F)F)cc2)o1,-3,1,0.8,-2,11,.,.,1,.,-3

# 11 structures from above, sorted by molar mass, low to high.
SMILES,PvdQ inh,V-ATPase pH,CDK5 p35 inh,NSD2 inh,SR-BI DiI inh,HTR5A ag ctr,HTR5A inv ctr,Wnt bcat act,MITF TRPM1 HTS,dFosB activator
Cc1ccc(S(=O)(=O)NC(=O)Nn2c(C)nnc2C)cc1,-12,3,-0.1,-2,-8,-2,-22,-5,6,0
CCc1cccc(C)c1NC(=O)COC(=O)Cc1ccsc1,4,0,-1.4,-2,-5,-1,5,-2,-8,-2
NS(=O)(=O)c1ccc2nc(NC(=O)C3=COCCO3)sc2c1,7,-3,.,-3,5,0,-13,-1,45,-6
Cc1c(C(=O)N2CCN(CCc3ccccc3)CC2)oc2ccccc12,-15,-1,4.9,1,-13,0,-43,-1,1,-11
CS(=O)(=O)N(CC(=O)N1CCCC1)c1cccc(Cl)c1Cl,1,-2,1.7,-1,-16,1,15,1,4,-4
O=C(Cc1ccccc1)N1CCN(C(=O)c2ccc([N+](=O)[O-])cc2)CC1,-10,-1,-0.6,1,20,-1,3,-1,-10,-12
Cc1cc(C(=O)COC(=O)c2n[nH]c(=O)c3ccccc23)c(C)n1C(C)C,-2,2,1.2,3,13,7,-19,?,47,-11
Nc1c(C(=O)c2ccccc2)sc2nsc(SCCN3CCCC3)c12,-7,1,3.6,25,5,-1,-5,12,.,1
O=C(CSc1nc2cc(Cl)ccc2s1)NCc1ccc2c(c1)OCO2,1,-1,-1.1,-2,-25,1,14,-3,16,11
Cc1onc(-c2c(F)cccc2Cl)c1-c1nnc(-c2ccc(C(F)(F)F)cc2)o1,-3,1,0.8,-2,11,.,.,1,.,-3
CCOc1ccc(C(C(=O)NCC2CCCO2)N(C(=O)c2snc(C(N)=O)c2N)c2ccc(F)cc2)cc1 (centres undefined),-1,-6,0.4,-7,-8,8,-14,0,-8,-17

# The listing continues:
SMILES,PvdQ inh,V-ATPase pH,CDK5 p35 inh,NSD2 inh,SR-BI DiI inh,HTR5A ag ctr,HTR5A inv ctr,Wnt bcat act,MITF TRPM1 HTS,dFosB activator
O=C(C[n+]1ccc(C(=O)c2ccccc2)cc1)Nc1ccccc1OC(F)F,-8,2,-1.3,5,2,0,-1,0,-7,3
O=C(C1=C[C@@H](c2ccccc2)C[C@@H](OCCCCO)O1)N1CCN(Cc2ccc3c(c2)OCO3)CC1,-3,-1,0.3,.,-39,2,-18,-2,6,-10
O=C(Nc1nccs1)c1cc(-c2ccccc2)nc2ccccc12,-10,-3,-3.6,-1,17,1,4,-2,-9,-6
Nc1ccc(O)cc1C(=O)OCC(=O)c1ccc(C2CCCCC2)cc1,-13,2,-1.1,17,2,6,-16,-27,13,-8
COc1ccc(N2CCN(Cc3nc4c(c(=O)[nH]c(=O)n4C)n3Cc3cccc(Cl)c3)CC2)cc1,-11,-1,-0.7,.,9,0,-1,-2,.,-12
O=C(NC1CCCc2ccccc21)C1CCN(S(=O)(=O)c2ccccc2)CC1 (centres undefined),-16,-2,-1.1,1,-1,3,-36,-3,14,-3
CCC1CCCCN1CCNC(=O)C1CCN(S(=O)(=O)c2c(C)noc2C)CC1 (centres undefined),-1,-1,1.0,3,-14,0,7,-5,-11,-7
Cc1nn(-c2cc(C(F)(F)F)ccn2)c(=O)o1,-2,-3,0.3,-3,-21,5,-28,1,2,-3
CSCCC(NS(=O)(=O)c1ccc(C)cc1)C(=O)N1CCCCCCC1 (centres undefined),-17,-1,0.3,0,4,3,-8,2,6,-9
CCCCNC(=S)NNC(=O)C12CC3CC(CC(C3)C1)C2,7,-1,1.2,22,-9,-9,23,.,-7,2
C/C(=N\NC(=O)c1cc(-c2ccc(C)s2)[nH]n1)c1ccncc1,-8,4,-3.5,-2,-16,0,-33,1,42,10
CC1CCCCC1NC(=O)C1CCC(CNS(=O)(=O)c2ccc(F)cc2)CC1 (centres undefined),-18,0,1.0,2,41,-1,3,-2,.,7
Cc1ccc(C)c(S(=O)(=O)N2CCCCC2CCNC(=O)C(=O)NCCc2ccco2)c1 (centres undefined),-5,-1,-0.6,-1,13,-5,13,0,-15,-3
COC(=O)C1=C(C)N(CCCC(=O)O)C(=O)NC1c1ccc(Br)cc1 (centres undefined),-11,0,0.1,.,-6,-3,7,-1,-10,-2
O=C(O)c1ccc(N/N=C/C2=C(N3CCOCC3)C(=C\c3ccccc3)/CC2)cc1,5,0,-0.3,31,13,1,-2,1,39,-1
Cc1nc2sc(C)c(C)c2c(=O)[nH]1,-7,-2,0.3,2,-12,2,-30,.,.,-5
Nc1nc(NCCO)nc(NC2CCCCC2)c1[N+](=O)[O-],-5,-3,15,-2,-13,1,-4,4,14,-6
CC(=O)N1CCC(C(=O)N2CCN(S(=O)(=O)c3ccc(Cl)s3)CC2)CC1,1,-5,1.8,4,-52,-2,-23,2,10,-3
Cc1cccc(C(=O)NNC(=O)/C=C/C(=O)O)c1,2,0,1.2,3,4,6,-16,0,-3,-7
O=C(NNC(=O)c1ccc([N+](=O)[O-])cc1)c1ccc(Br)cc1,8,-2,0.8,-2,-9,1,-3,2,4,11
Cc1ccc(C)c(S(=O)(=O)N2CCN(C(=O)CCc3c[nH]c4ccccc34)CC2)c1,-11,3,-1.2,2,12,-2,9,-2,-12,-5
COc1cccc(NC(=O)CN2C(=O)CSc3ccc(S(=O)(=O)N4CCC(C)CC4)cc32)c1,-9,2,-0.3,-4,-6,4,-16,-1,-9,0
CCN(CC)c1ccc2cc(C(=O)NNC(=O)c3ccc(S(=O)(=O)N4CCCCC4)cc3)c(=O)oc2c1,2,-4,-0.2,-4,61,8,-20,.,0,-8
CCCCNC(=O)C1CCN(S(=O)(=O)c2c(C)noc2/C=C\c2ccc(OC)cc2)CC1,-13,3,0.7,.,65,0,-26,0,.,-3
CCOc1ccc(OCC)c(N=c2oc3c(C)ncc(CO)c3cc2C(N)=O)c1,-14,-3,-3.4,9,-3,4,-10,.,14,1
O=C(CCCc1ccccc1)Nc1ccnn1C1CCN(Cc2ccc(CO)o2)CC1,-5,-4,-0.1,1,3,3,-13,0,5,-3
Cc1ccccc1/C=C/c1nc2ccccc2c(=O)n1Cc1ccccc1,11,-1,-0.8,-2,-47,-3,5,.,6,-10
CCCOc1ccc(/C=C2\SC(N)=NC2=O)cc1OC,-11,4,1.3,-1,2,4,-15,2,-5,2
CC(=O)N(c1ccccc1)C(C)c1nc(C#N)c(C#N)nc1C (centres undefined),-9,-3,1.3,2,-28,1,-6,-1,8,3
COc1cccc(CN(C)CC(=O)Nc2cccc(S(N)(=O)=O)c2)c1OC,-3,7,-0.5,5,10,5,-14,-2,-6,-13
CC(=O)c1c(C(C)=O)c(C)n(NC(=O)c2cccnc2)c1C,6,-1,1.9,1,-4,0,-14,.,7,-2
CC1Cc2ccccc2N1C(=O)COc1ccc2c(c1)OCO2 (centres undefined),11,-4,0.8,7,12,7,-20,0,71,-5
CC(C)N1C2OC(C3OC4C(O3)N(C(C)C)S(=O)(=O)N4C(C)C)OC2N(C(C)C)S1(=O)=O (centres undefined),0,1,-1.1,28,-2,3,-8,-2,8,-9
Cc1cccc(C(=O)NC2CCN(C(=O)N3CCOCC3)CC2)c1,-3,-6,0.4,-1,-26,1,6,-3,.,-1
COc1ccccc1Nc1nc(-c2sc(NC(=O)c3ccco3)nc2C)cs1,-4,6,-3.1,.,85*,5,-14,-3,-48,-3
O=C(COC(=O)c1cc(=O)[nH]c(=O)[nH]1)Nc1ccccc1F,-14,-5,-0.7,-1,4,3,-13,-3,6,0
O=C(NCCC1CCCCN1S(=O)(=O)c1ccccc1)C(=O)NCc1ccccn1 (centres undefined),-7,-1,0.3,-1,-21,9,-21,-3,-10,7
Cc1c(NC(=O)c2c(F)c(F)c(F)c(F)c2F)c(=O)n(-c2ccccc2)n1C,-5,2,0.3,-5,-37,1,0,.,-1,4
Cc1cc(NC(=O)CCC(=O)N(CC(=O)NCC2CCCO2)c2ccc(F)c(Cl)c2)no1 (centres undefined),-1,-4,0.0,-4,-15,2,-6,-5,3,-6
Cc1cc(NC(=O)Cn2nc([N+](=O)[O-])c(Br)c2C)no1,-10,-3,-1.3,0,.,0,-1,-2,-2,-2
CCOn1c(=O)c(=O)n(O)c2ccccc21,-12,1,0.0,0,-16,5,-12,-17,-7,4
COc1cc(/C=N/NC(N)=S)ccc1OCc1ccc(C)cc1,1,-3,0.1,7,66,4,-12,10,10,4
CCN(CC(=O)Nc1ccc(OC)cc1)C(=O)c1ccc([N+](=O)[O-])cc1,6,-3,-0.1,-4,-14,1,-4,-1,0,-3
COc1ccccc1C1=NC(c2ccc(C)cc2)N=C1C (centres undefined),-4,0,0.5,-5,28,0,1,52*,46,-9
COC(=O)Cc1cc(=O)n2[nH]c(C(F)(F)F)nc2n1,-5,4,-0.9,1,-20,1,-4,.,-2,-5
Cc1ccc(CNC(=O)CCNS(=O)(=O)c2ccc3c(c2)c(=O)n(C)c(=O)n3C)cc1,-1,0,1.4,-4,3,-1,4,.,-8,0
